# Peg3 prom inh: Peg3 promoter-driven luciferase inhibitors, primary screen, cell-based, HeLa, luciferase luminescence | HeLa PEG-Prom luciferase reporter, overnight | inhibition, % at 20 µM | 1.7% of 360,000 active;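 active = inhibition of at least 50% at 20 µM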
# NR2E3 ag-1: inhibitors of NR2E3-RetCOR corepressor binding, primary screen, NR2E3 agonist project, biochemical, TR-FRET, GST-NR2E3, biotin-RetCOR. 1536-well. inhibition of corepressor binding, % at 4.78 µM. 0.12% of 320,000 active. AID 2300, 2010;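 active = percent inhibition above the cutoff of mean plus 3 SD of all tested compounds, set per screening campaign, cut at about 20% in these data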;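 also: 0% = DMSO wells and 100% = biotin wells as full block of FRET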
# Target sequence (Q9Y5X4 whole entry, looked up): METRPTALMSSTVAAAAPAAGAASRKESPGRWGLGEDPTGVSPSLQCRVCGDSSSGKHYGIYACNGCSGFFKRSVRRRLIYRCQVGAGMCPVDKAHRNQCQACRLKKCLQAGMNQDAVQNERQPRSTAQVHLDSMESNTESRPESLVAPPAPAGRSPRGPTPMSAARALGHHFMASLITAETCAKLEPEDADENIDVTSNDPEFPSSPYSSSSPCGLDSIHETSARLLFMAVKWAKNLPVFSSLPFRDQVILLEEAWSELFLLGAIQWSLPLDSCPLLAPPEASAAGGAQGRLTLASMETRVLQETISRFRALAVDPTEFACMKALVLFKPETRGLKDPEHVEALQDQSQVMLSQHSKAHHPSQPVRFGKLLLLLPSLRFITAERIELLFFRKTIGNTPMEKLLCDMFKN
#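 Test system – NR2E3–RetCOR corepressor complex · Quantity – NR2E3 fusion 1.35 nM · Buffer or medium – Tris pH 7.5 · Incubation – Compound–protein incubation for 5 h at 4 °C · Technique – TR-FRET, Eu(K)-anti-GST donor, streptavidin-D2 acceptor, ex 340, em 617/671 nm · Evaluation – percent inhibition of 671/617 nm emission ratio versus biotin and DMSO controls · Plate – 1536-well format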
# HIF-2a inh: HIF-2a reporter inhibitors, primary screen, luminescence, 786-0 RCC cells; 786-0 RCC cells HIF-2a reporter, luciferase luminescence, overnight; inhibition, % at 18.8 µM; 0.72% of 360,000 active;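 active = inhibition of the luminescence signal of 40% or more relative to plate controls, in a single-dose primary screen at 18.75 µM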
# Shn3 inh set2: reduction of Shn3 3'UTR firefly luciferase signal, primary screen, Schnurri-3 inhibitor project, cell-based, Clone20 osteoblasts, set 2. 0.52% of 360,000 active. inhibition, % at 12.5 µM. Clone20 osteoblast Shn3 3'UTR firefly luciferase, 24 h;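 active = mean inhibition of at least 75% with every replicate also reaching 75%; inconclusive = mean inhibition at least 75% but some replicate below; inactive = mean inhibition below 75%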;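 also: 0% = median of neutral control wells and 100% = pilot-screen positive control compound; some compounds past the cut are filed as inactive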
# MITF TRPM1 inh: inhibitors of MITF-dependent TRPM1 promoter reporter, primary screen, cell-based, SK-MEL-5, single point, luciferase. SK-MEL-5 TRPM1 promoter luciferase, 24 h. inhibition, % at 12.5 µM. 0.83% of 330,000 active. AID 488899, 2010;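 active = mean inhibition across replicates of 60% or more, whatever share of single replicates reaches that level; inconclusive = some that reach 60%, reason not given; inactive = mean inhibition across replicates below 60%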; also: values of inactives mirror those of a sister screen read the other way
# CF NFkB block: inhibitors of PAF-induced NF-kB signaling, primary screen, cell-based, GFP fluorescence, uHTS | AID 588850, 2011 | KKLEB NF-kB-GFP reporter, GFP fluorescence overnight | 0.86% of 360,000 active | inhibition, % at 5 µM;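 active = at least 50% inhibition at 5 µM, scaled per plate between neutral and stimulator controls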;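 also: PAF is a Pseudomonas aeruginosa culture filtrate used as stimulus; plate controls were PAF-stimulated DMSO wells for no effect and unstimulated DMSO wells for full effect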
# TWEAK-Fn14 inh: inhibitors of TWEAK-Fn14 signaling, primary screen, luciferase reporter cells, uHTS | TWEAK-stimulated Fn14 reporter cells, luciferase luminescence, 8 h | 2% of 360,000 active | AID 1159606, 2016 | inhibition, % at 10 µM; in the data active = inhibition above about 50%
# hiPSC survival: enhancers of single-cell hiPSC survival, primary screen, ATPlite luminescence | 100% = ROCK inhibitor wells, 0% = DMSO | 0.044% of 360,000 active | AID 602274, 2012 | survival enhancement, % at 20 µM; in the data active = survival enhancement above about 18%;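 also: cells exposed to compounds for 16 hours before the ATP read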
# aDG glyco act: activators of alpha-DG glycosylation, primary screen, uHTS, Pro5-aDG cells, AlphaScreen | alpha-DG glycosylation AlphaScreen (IIH6); 0% Pro5, 100% B10-LARGE cell signal | activation, % at 10 µM | 0.22% of 360,000 active;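 active = activation of at least 8% versus controls, or a plate z-score of at least 8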;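 also: Pro5 are CHO cells carrying HIG-tagged alpha-DG that lacks glycosylation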
# NR2E3 ag-2: NR2E3 agonists in two-hybrid cells, primary screen, cell-based, luminescence, CHO-S, Gal4-NCOR/VP16-NR2E3; Photoreceptor-specific nuclear receptor (Homo sapiens), Q9Y5X4; luciferase; inhibition of corepressor binding, % at 3.98 µM; 0.35% of 360,000 active; AID 602229, 2012;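 active = inhibition above the mean of all tested compounds plus 3 SD, cut at about 70% in these data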;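 also: 0% = DMSO with NR2E3 transfected cells and 100% = cells lacking NR2E3 construct; higher means lower luciferase signal from less NR2E3 corepressor binding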
# KKLEB tox: cytotoxicity in KKLEB CF airway cells, primary screen, cytotoxicity control for CF NF-kB inhibitor project, cell-based, uHTS, fluorescence assay plates; 0.36% of 360,000 active; AID 602141, 2011; activity change (cytotoxicity), % at 5 µM; KKLEB CF airway cells viability, ATPlite luminescence, overnight; active compounds read low; cells stimulated with P. aeruginosa culture filtrate;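 active = corrected activity change at or below -50% at 5 µM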
# * hit, by the source's call; u = inconclusive; x = not tested or not shown.
# The first 2 entries as a preview:
SMILES,Peg3 prom inh,NR2E3 ag-1,HIF-2a inh,Shn3 inh set2,MITF TRPM1 inh,CF NFkB block,TWEAK-Fn14 inh,hiPSC survival,aDG glyco act,NR2E3 ag-2,KKLEB tox
NC(=O)c1ccc(NC(=O)CSc2nnc(-c3cccnc3)n2Cc2ccco2)cc1,-11.5,2.1,-1.2,-19.7,-6.2,1.7,-0.6,-0.2,-0.1,8.2,-2.3
CCOc1ccc(CCNC(=O)C2CCN(C(=O)N(C)C)CC2)cc1OCC,15.1,2.5,-3.3,-5.5,1.3,18.7,2.0,-0.2,0.0,10.4,1.5

# Main list, previewed entries included:
SMILES,Peg3 prom inh,NR2E3 ag-1,HIF-2a inh,Shn3 inh set2,MITF TRPM1 inh,CF NFkB block,TWEAK-Fn14 inh,hiPSC survival,aDG glyco act,NR2E3 ag-2,KKLEB tox
NC(=O)c1ccc(NC(=O)CSc2nnc(-c3cccnc3)n2Cc2ccco2)cc1,-11.5,2.1,-1.2,-19.7,-6.2,1.7,-0.6,-0.2,-0.1,8.2,-2.3
CCOc1ccc(CCNC(=O)C2CCN(C(=O)N(C)C)CC2)cc1OCC,15.1,2.5,-3.3,-5.5,1.3,18.7,2.0,-0.2,0.0,10.4,1.5
COc1ccc(Cl)cc1NC(=O)C(=O)NC1CCCCCC1,-9.3,1.3,-33.3,-3.0,-1.1,7.5,-30.6,1.4,0.2,-28.6,-0.2
Cc1ccc(/C=N/NC(=O)c2ccc3nc[nH]c3c2)o1,0.2,-2.0,0.8,x,-5.9,-13.9,-0.1,0.8,-0.2,3.3,4.4
Cc1ccc(C2(C)NC(=O)N(CC(=O)Nc3ccccc3C(=O)N3CCCCC3)C2=O)cc1 (stereo not drawn),3.7,-1.6,2.9,-0.9,14.2,-4.5,1.4,1.4,-0.5,12.2,-20.3
Cc1ccc2c(c1)C(c1ccccc1)N(C(=O)c1ccc(Br)o1)CC(=O)N2 (stereo not drawn),15.0,-0.5,31.8,17.7,15.5,-34.1,9.8,0.3,-0.2,-52.6,11.7
CCC(C)N1CCNCC1 (stereo not drawn),10.7,-0.3,11.2,-4.8,-1.4,10.4,0.0,1.5,-0.5,-10.2,-1.3
COc1cc(NC(=O)C/C(C)=N/NC(=O)C2CCCCC2)c(OC)cc1Cl,7.5,0.1,5.5,-10.3,4.9,3.1,5.0,0.8,0.0,-6.0,6.2
Cc1ccc(S(=O)(=O)NCC(c2ccc3c(c2)OCO3)N2CCN(c3ccccc3)CC2)cc1 (stereo not drawn),2.2,-1.1,25.4,-41.2,0.4,8.0,2.2,5.4,0.3,6.1,-4.2
CC(C)Cc1nnc(NC(=O)C2CCN(C(=O)c3ccc(F)cc3)CC2)s1,11.2,-5.5,-0.5,-1.7,6.9,-1.5,0.2,0.0,0.3,-26.6,2.7
Cc1ccn(CCNC(=O)C2CCC(=O)N(CCc3ccc(Cl)cc3)C2)n1 (stereo not drawn),21.9,-0.7,0.6,0.0,5.6,6.0,5.3,-0.4,-0.1,-14.6,-20.5
O=C(O)c1ccccc1C=NNc1ccc([N+](=O)[O-])cn1,-15.0,x,-11.6,-5.5,-3.8,-9.6,-1.2,0.3,0.1,-16.7,-1.9
CCOC(=O)C1CCN(C(=S)Nc2ccccc2)CC1,4.8,5.1,7.0,13.9,4.5,-1.2,18.1,-2.0,0.7,27.5,3.7
CN1CCN(C(=O)c2sc(=S)n(-c3ccccc3)c2N)CC1,-0.5,2.2,14.7,5.8,0.0,-12.5,17.3,-1.7,0.0,-9.1,-1.8
O=C(/C=C/c1ccc(Br)cc1)NCc1cccs1,-163.6,2.1,-206.6,-24.2,-57.5,17.0,-6.8,-0.4,0.1,-115.3,2.1
CCCC#Cc1cnc2c(c1)C(=O)N([C@H](C)CO)C[C@@H](C)[C@@H](CN(C)C(=O)Nc1cccc(F)c1)O2,8.3,x,7.2,-33.9,x,14.5,-8.6,-2.0,-0.1,2.2,-8.3
CCCS(=O)(=O)NC(=O)C1(C)CCN(C(=O)c2cccc3ccccc23)C1 (stereo not drawn),1.7,x,12.7,-8.5,x,-5.4,-8.3,-1.3,0.2,-3.1,6.2
Cc1cc(O)ccc1NS(=O)(=O)c1ccc2c3c(cccc13)C(=O)N2,22.8,0.4,13.2,16.4,-4.3,16.5,-17.9,0.2,-0.1,5.7,-5.9
NC(=O)c1cccc(-c2coc3c(C(=O)NC4CCCCC4)cccc23)c1,-26.0,x,-76.2,54.2,x,3.4,47.1,-3.4,3.6,24.6,0.3
COc1ccc(-n2cc(CNCCCn3ccnc3)c(-c3ccccc3Cl)n2)cc1,-2.0,-0.7,-7.5,-0.7,-8.1,7.4,-17.6,-1.7,2.2,-10.2,4.2
C=CCNC(=O)CN1CCC(NC(=O)c2ccco2)CC1,-21.8,-0.3,7.8,-8.8,-10.2,12.1,9.9,0.4,0.2,21.7,-6.2
Cc1oc(C(C)(C)C)cc1C(N)=O,15.3,-2.9,17.3,1.4,3.3,8.2,-11.0,-0.6,-0.1,-8.6,-16.5
CSc1nc2ccc(NC(=O)c3ccc(=O)n(C)n3)cc2s1,-156.1,-1.4,-178.2,-8.6,-5.4,3.7,-8.1,-0.1,0.4,-45.2,-20.0
CC1(c2ccc(Cl)cc2)NC(=O)N(CC(=O)Nc2cccnc2Cl)C1=O (stereo not drawn),11.0,1.1,7.1,-6.0,-4.0,1.3,7.9,-0.3,0.0,-2.4,-7.1
CCc1nnc(NC(=O)c2ccc(OCc3c(C)noc3C)c(OC)c2)s1,-8.4,2.0,-1.5,-5.2,9.8,-10.7,2.6,-0.7,-0.1,9.0,4.7
O=C1c2ccccc2C(=O)N1CCc1nc(-c2cccnc2)no1,-1.9,0.4,9.0,6.6,5.8,3.9,-1.3,-0.6,0.1,-3.2,3.1
Nc1ccc(Oc2c(Cl)cccc2Cl)nc1,6.0,-2.4,0.0,-4.5,-27.6,-19.8,2.8,0.8,-0.1,14.9,-6.4
Cc1cc(Br)ccc1OCCNCc1ccccc1,-40.2,0.9,-27.0,-24.5,-0.6,8.5,-28.8,1.1,0.0,-8.2,4.4
C[C@@H](NC(=O)Cn1ccc(NC(=O)OCc2ccccc2)nc1=O)c1cccc2ccccc12,12.8,-2.3,30.2,-3.5,1.8,-11.9,-1.2,4.5,0.0,7.8,15.5
O=C(/C=C/c1ccco1)NCc1ccc(F)cc1,-17.2,0.7,-17.7,6.6,-4.6,8.5,10.4,-0.1,-0.2,-42.9,-3.3
O=C(O)C1Cc2[nH]cnc2C(c2ccc(F)cc2)N1 (stereo not drawn),10.7,-1.6,11.5,-3.8,-0.1,-28.3,-15.6,-1.6,0.0,1.0,18.7
CC(=O)N(c1ccccc1)c1nc2ccccc2s1,-149.1,x,-212.9,-1.8,-12.9,2.6,-6.4,2.5,0.0,-59.0,-3.1
CCC1CCCCN1CCCNC(=O)c1cn(CC)c2ccc(S(=O)(=O)N(C)C3CCCCC3)cc2c1=O (stereo not drawn),27.9,7.7,16.1,14.0,u,3.9,9.7,-0.3,0.0,-8.4,-5.0
CCOC(=O)N1CCc2c(sc3c2c(=O)n(Cc2ccccc2)c(=O)n3CC(=O)NCC2CCCO2)C1 (stereo not drawn),6.0,0.0,6.5,-4.0,-4.2,5.1,-6.2,-0.3,0.5,-10.2,-2.7
COc1ccc(N=Cc2c(OC)ccc3ccccc23)cc1,6.1,-1.6,-8.1,14.1,-5.0,11.7,-3.5,-0.5,0.0,-18.6,-7.3
CC(=O)NNc1nc2ccccc2s1,3.9,7.3,10.9,-5.4,-3.8,-2.7,89.5*,5.0,-0.1,-9.2,2.8
COc1ccc2[nH]c(CN3CCC(CO)(CCOc4ccccc4)CC3)c(C)c2c1,33.1,2.8,9.9,10.9,-12.7,28.0,-56.5,-1.4,3.8,-20.3,-12.3
CCc1cc(C)cc(OCCNC(=O)c2cncc(Br)c2)c1,13.1,0.9,9.1,3.3,6.7,20.3,20.5,2.6,0.2,25.6,-25.1
NS(=O)(=O)c1cccc(NC(=O)c2cc(=O)c3ccccc3o2)c1,-34.7,4.5,-32.2,-21.5,-10.5,-2.0,2.9,-0.8,-0.1,-64.0,3.6
Cc1csc(NC(=O)CCC(=O)c2cccs2)n1,-24.1,-2.0,-31.4,-3.9,-10.3,0.8,-10.9,-1.0,-0.4,-20.0,-21.3

# As a working copy, some entries already given.
SMILES,Peg3 prom inh,NR2E3 ag-1,HIF-2a inh,Shn3 inh set2,MITF TRPM1 inh,CF NFkB block,TWEAK-Fn14 inh,hiPSC survival,aDG glyco act,NR2E3 ag-2,KKLEB tox
C=CCNC(=O)CN1CCC(NC(=O)c2ccco2)CC1,-21.8,-0.3,7.8,-8.8,-10.2,12.1,9.9,0.4,0.2,21.7,-6.2
Cc1oc(C(C)(C)C)cc1C(N)=O,15.3,-2.9,17.3,1.4,3.3,8.2,-11.0,-0.6,-0.1,-8.6,-16.5
CSc1nc2ccc(NC(=O)c3ccc(=O)n(C)n3)cc2s1,-156.1,-1.4,-178.2,-8.6,-5.4,3.7,-8.1,-0.1,0.4,-45.2,-20.0
CC1(c2ccc(Cl)cc2)NC(=O)N(CC(=O)Nc2cccnc2Cl)C1=O (stereo not drawn),11.0,1.1,7.1,-6.0,-4.0,1.3,7.9,-0.3,0.0,-2.4,-7.1

# Additional compounds:
SMILES,Peg3 prom inh,NR2E3 ag-1,HIF-2a inh,Shn3 inh set2,MITF TRPM1 inh,CF NFkB block,TWEAK-Fn14 inh,hiPSC survival,aDG glyco act,NR2E3 ag-2,KKLEB tox
CCCCc1c(O)nc(SCC(=O)Nc2cccc3ccccc23)n(-c2ccccc2OC)c1=O,2.0,1.4,15.3,10.9,15.2,5.9,4.0,-0.4,-0.1,-4.4,-10.1
COc1ccc(C2(CNS(=O)(=O)c3ccccc3)CCOCC2)cc1,8.2,0.4,15.4,-1.2,-1.7,12.0,3.7,3.3,-0.1,4.0,-2.8
CCOc1ccc(C(=O)Cc2ccc3oc(C(=O)O)cc3c2)c(O)c1,-2.3,1.5,13.7,-10.4,-1.7,10.0,2.3,0.3,-0.2,-12.4,-4.6
Cc1ccc(S(=O)(=O)N2CCOCC2)cc1NC(=O)COc1ncnc2ccccc12,-9.1,-0.9,8.7,4.0,-2.4,6.8,4.2,-1.0,-0.2,6.0,4.4

# Screening data (PubChem)

# No enrichment for hits; 4.4% or so of the library scored in one or more.
